# Rad51 HR inh: Rad51 (human) homologous recombination inhibition; Q06609; hRad51 DNA strand exchange, fluorescence dequenching; inhibition, % at 10 µM; 200,000 compounds, 0.085% hits;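 active means inhibition above 40% at the single screening dose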;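 further: 0% = DMSO control wells and 100% = blanks with heterologous ssDNA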
# Target sequence (Q06609 whole entry, looked up): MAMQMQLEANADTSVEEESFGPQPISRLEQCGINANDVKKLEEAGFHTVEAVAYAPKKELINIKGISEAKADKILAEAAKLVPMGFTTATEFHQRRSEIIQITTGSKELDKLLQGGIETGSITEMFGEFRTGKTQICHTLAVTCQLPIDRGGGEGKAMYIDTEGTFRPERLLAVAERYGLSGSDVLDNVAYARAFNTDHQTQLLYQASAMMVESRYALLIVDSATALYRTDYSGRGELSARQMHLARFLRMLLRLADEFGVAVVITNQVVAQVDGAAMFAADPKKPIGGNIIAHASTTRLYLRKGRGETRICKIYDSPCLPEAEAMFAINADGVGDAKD
#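 material = hRad51 filaments on single-stranded DNA | timing = filaments 15 min 37 °C, then compound 30 min | signal = FRET fluorescence dequenching, excitation 485 nm, emission 520 nm | benchmarks = control wells and blank wells on each plate | evaluation = percent inhibition relative to plate controls and blanks | compound = 10 µM final, single point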
# hK5 inh: blocks human kallikrein 5 protease activity; 210,000 compounds, 0.59% hits; recombinant hK5, fluorogenic AMC substrate cleavage; Q9Y337; inhibition, % at 5 µM;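 active means inhibition of 40% or more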;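 further: 0% = enzyme controls without compound and 100% = no-enzyme blanks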
# Hck-Nef inh: inhibitors of human Hck kinase activated by Nef; inhibition, % at 20 µM; 220,000 compounds, 0.68% hits; Recombinant Hck-YEEI plus Nef, Z-Lyte FRET kinase assay;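 active means Hck-Nef kinase inhibition above about 50%, limit read from the data; inactive means inhibition below that limit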;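 further: 0% = DMSO with Hck plus Nef and 100% = Hck alone without Nef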
# FXIa inh 1536: factor XIa (human) inhibition. purified FXIa, Boc-Glu-Ala-Arg-AMC fluorogenic substrate. inhibition, % at 5 µM. AID 798. P03951. 220,000 compounds, 0.14% hits;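 active means inhibition of at least 40%; inactive means inhibition below 40%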;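 further: fluorescence of freed AMC excited at 355 nm; 0% = enzyme without compound and 100% = no enzyme blank; many of its hits are not listed in these tables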
# Target sequence (P03951 19-387 limits assumed): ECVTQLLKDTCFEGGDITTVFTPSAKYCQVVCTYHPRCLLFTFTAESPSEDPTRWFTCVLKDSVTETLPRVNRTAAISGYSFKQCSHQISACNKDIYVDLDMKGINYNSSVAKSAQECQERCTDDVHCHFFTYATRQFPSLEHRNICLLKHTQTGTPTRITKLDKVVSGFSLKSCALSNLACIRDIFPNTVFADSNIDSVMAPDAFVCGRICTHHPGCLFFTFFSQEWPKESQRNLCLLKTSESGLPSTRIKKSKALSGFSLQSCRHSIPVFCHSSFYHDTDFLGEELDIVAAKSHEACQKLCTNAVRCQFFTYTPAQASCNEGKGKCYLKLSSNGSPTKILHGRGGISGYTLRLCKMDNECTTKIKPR
# Target sequence (P03951 388-625 limits assumed): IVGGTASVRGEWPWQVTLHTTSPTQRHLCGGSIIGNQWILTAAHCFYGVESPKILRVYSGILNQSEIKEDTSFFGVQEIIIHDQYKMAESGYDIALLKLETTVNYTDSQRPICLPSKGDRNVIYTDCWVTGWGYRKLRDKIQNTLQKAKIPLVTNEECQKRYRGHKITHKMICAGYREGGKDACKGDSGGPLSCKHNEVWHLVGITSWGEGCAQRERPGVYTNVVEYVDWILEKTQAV
# Cl transport mod: modulators of human KCC2 chloride dependent transport; AID 1456; KCC2 cells, thallium flux FluoZin-2 fluorescence; B-score of Tl+ flux slope (higher = more flux/activation; lower = inhibition) at 10 µM; Q9H2X9; 190,000 compounds, 2.2% hits;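 active means thallium flux slope and its plate-corrected score both differing from the plate sample mean at a set confidence after two filtering rounds, in either direction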;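 further: slope of fluorescence scaled to starting intensity during 10 to 20 s after thallium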
# TNF necrop inh: blocks TNF-alpha induced death of Jurkat FADD-/- cells; Jurkat FADD-/- TNF necroptosis rescue, ATP luminescence, 24 h; 0 = TNF only, 100 = no-TNF cells; activation (protection from cell death), % at 10 µM; 220,000 compounds, 0.068% hits; AID 463075;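 active means activation, meaning protection from cell death, of at least 50% relative to plate controls; inactive means activation below 50%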;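 further: necroptosis triggered by 40 ng/mL TNF-alpha added together with compound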
# L929 necroptosis: blocks zVAD induced death of L929 cells; viability rescue, % at 10 µM; L929 zVAD necroptosis rescue, ATP luminescence, 24 h; with zVAD 60 µM; AID 1377; 220,000 compounds, 0.38% hits;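 active means activation, scaled between plate controls, above about 75%, limit read from the data; inactive means activation under that limit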;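 further: 0% = zVAD with DMSO and 100% = DMSO alone without zVAD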
# FXIIa inh: factor XIIa (human) inhibition | P00748 | inhibition, % at 5 µM | 220,000 compounds, 0.3% hits | purified FXIIa, Boc-QGR-AMC fluorogenic substrate, 2 h; in the data active means inhibition above about 40%;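 further: 0% = enzyme with no compound and 100% = blank without enzyme; many of its hits are not listed in these tables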
# thrombin 1536: inhibitors of human thrombin; P00734; alpha-thrombin, Boc-VPR-AMC fluorogenic substrate cleavage; inhibition, % at 5 µM; 220,000 compounds, 0.26% hits;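 active means inhibition at or above 40%; inactive means inhibition below 40%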;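 further: 0% = enzyme with no compound and 100% = wells without enzyme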
#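 Material: human alpha-thrombin protein. Incubation: reaction at ambient temperature. Technique: fluorescence of released AMC, ex 355 nm, em 460 nm. Control set: no-compound enzyme wells and no-enzyme blanks. Also added: Boc-VPR-AMC substrate, 15 µM final. Buffer or medium: pH 7.5 Tris (50 mM) with NaCl 150 mM, Tween 20 0.05%.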
# The depositor's hits bear a star; . = no result given. This is a subset; the hit share may differ from the screen's.
SMILES,Rad51 HR inh,hK5 inh,Hck-Nef inh,FXIa inh 1536,Cl transport mod,TNF necrop inh,L929 necroptosis,FXIIa inh,thrombin 1536
Cc1ccc(S(=O)(=O)N(CC(=O)Nc2ccc(Cl)c([N+](=O)[O-])c2)C2CCCCC2)cc1,2.6,-3.3,0.9,-2.9,1.99,2.2,5.5,8.0,-8.0
CC(=O)Nc1ccc(S(=O)(=O)NC(C(=O)O)C(C)O)cc1 (stereo unspecified),0.6,-3.2,26.9,-0.4,0.136,2.5,1.0,4.6,-4.4
CCOC(=O)C1=C(C)N(C)C(=O)NC1c1ccc(C)s1 (stereo unspecified),.,-6.9,0.1,7.6,-0.0895,-1.2,0.0,8.8,-3.7
O=C(N/N=C\c1cccc([N+](=O)[O-])c1O)C1COc2ccccc2O1 (stereo unspecified),-1.1,54.9*,0.6,5.3,-0.711,2.4,-0.3,0.5,15.6
CCN(CC)CCCN1C(=O)C(O)=C(C(=O)c2ccco2)C1c1ccc(C)o1 (stereo unspecified),-1.7,.,-0.6,.,.,-1.5,-0.1,.,.
Cc1cccc(OCC(=O)Nc2ccc(N3CCN(S(C)(=O)=O)CC3)cc2)c1,.,-12.5,0.2,8.1,-0.379,-2.3,-0.1,13.6,-0.1
Cc1ccccc1CS(=O)(=O)Cc1ccc(C(=O)NCCCN2CCCC2=O)o1,.,3.4,-0.3,-3.2,.,1.3,0.8,-5.0,-8.0
Cc1ccc(/C=N/NC(=O)CCn2nc(C)cc2C)c(C)c1,18.7,1.1,3.5,2.1,-0.222,-3.7,1.1,11.9,3.2
CCCCC(=O)Nc1nn(CC(C)C)c2nc3ccccc3cc12,0.4,-12.6,3.3,-9.2,-0.588,0.8,0.1,4.3,-6.1
Cc1ccc(C)c(OCCCC(C)(C)C(=O)O)c1,-0.2,-18.1,-3.0,-0.4,0.644,-0.5,2.2,6.9,.
O=C1CCCCCN1C(=O)c1cccc(C(=O)N2CCCCCC2=O)c1,6.6,-18.6,2.3,2.8,0.496,0.5,0.9,10.3,-3.0
O=C(COC(=O)C12CC3CC(CC(O)(C3)C1)C2)NC12CC3CC(CC(C3)C1)C2,3.5,0.4,21.5,-0.9,-0.306,0.6,-0.1,3.1,-1.2
O=C(CCc1[nH]c2ccccc2c1Sc1ccccc1)NCCO,3.2,1.9,-1.8,-1.5,-1.2,1.8,1.0,12.0,1.8
CCN(CC)S(=O)(=O)c1ccc(NC(=O)Cn2c(=O)oc3ccccc32)cc1,5.1,6.5,0.4,2.0,.,1.3,-0.1,13.2,1.2
Cc1ccc(NC(=S)NNC(=O)Nc2ccccc2)cc1,8.9,-2.2,26.6,0.1,2.28,-1.1,1.0,6.4,-2.6
Cc1ccc2nc(NCCO)nc(-c3ccccc3)c2c1,.,-39.9,10.3,-4.7,0.825,-0.9,0.1,-4.3,-3.4
O=S(=O)(NCC(c1cccnc1)N1CCN(c2ccc(F)cc2)CC1)c1ccccc1 (stereo unspecified),0.7,.,6.9,.,1.03,0.9,0.2,.,.
CC1CCCCN1S(=O)(=O)c1ccccc1[N+](=O)[O-] (stereo unspecified),.,-22.4,4.1,-6.2,1.18,0.3,-0.2,2.5,-7.1
COC(=O)c1ccccc1NC1CC(=O)N(c2c(C)cccc2C)C1=O (stereo unspecified),-2.3,-9.4,1.3,0.6,-0.155,-14.7,0.6,9.4,-2.8
O=C(CCN1C(=O)/C(=C/c2ccc3c(c2)OCO3)SC1=S)Nc1ccccc1,-0.9,4.8,0.6,-9.1,0.109,1.5,0.0,-0.5,-2.6
Cc1cccc(-n2[nH]c3c4c(ccc3c2=O)C(=O)c2ccccc2C4=O)c1,3.4,20.7,0.0,-5.9,0.149,-1.7,1.0,-6.3,38.1
O=C1c2[nH]nc(-c3ccccc3O)c2C(c2ccc(F)cc2)N1CC1CCCO1 (stereo unspecified),8.6,3.4,0.1,4.4,.,-2.8,0.1,6.5,2.4
CCn1c(SCC(=O)Nc2cccnc2Cl)nnc1-c1ccccc1,.,62.0*,1.3,8.1,-1.22,1.0,.,105.9*,25.1
Cc1cc(C)c2c(c1)-c1cc(C)nn1C(c1ccc3c(c1)OCO3)N2 (stereo unspecified),1.5,-15.4,1.3,-5.5,1.44,-6.1,-0.2,9.1,-5.6
CCOC(=O)c1nn(-c2ccc(C)cc2)c(=O)c2c(N)scc12,2.7,-12.8,-11.7,11.6,0.896,-1.0,-1.2,14.6,1.2
Oc1c(C=Nc2ccccc2)sc2ccccc12,-84.8,1.0,25.5,-1.4,2.78*,-6.3,1.6,8.7,0.9
CCOC(=O)c1cccc(Nc2ncnc3ccccc23)c1,10.0,-10.1,13.5,0.7,-0.59,0.0,-0.7,5.9,-5.4
NS(=O)(=O)c1ccc(NC(=O)COC(=O)c2ccc(Cl)cc2[N+](=O)[O-])cc1,10.8,-8.1,-1.9,4.9,0.997,-0.1,0.3,7.4,-2.1
Cc1cc(C(=O)N/N=C/c2ccc(OCc3ccccc3)cc2)c(C)o1,-7.7,-1.2,15.5,-3.9,.,1.8,6.3,6.9,-2.1
N#Cc1ccc(-c2csc(NC(=O)c3ccc(S(=O)(=O)N4CCc5ccccc5C4)cc3)n2)cc1,6.5,-9.9,-2.2,5.3,0.812,0.9,1.7,4.8,-3.2

# Quoted at random: two records from the list.
SMILES,Rad51 HR inh,hK5 inh,Hck-Nef inh,FXIa inh 1536,Cl transport mod,TNF necrop inh,L929 necroptosis,FXIIa inh,thrombin 1536
CCOC(=O)c1nn(-c2ccc(C)cc2)c(=O)c2c(N)scc12,2.7,-12.8,-11.7,11.6,0.896,-1.0,-1.2,14.6,1.2
Cc1cc(C(=O)N/N=C/c2ccc(OCc3ccccc3)cc2)c(C)o1,-7.7,-1.2,15.5,-3.9,.,1.8,6.3,6.9,-2.1

# (further entries)
SMILES,Rad51 HR inh,hK5 inh,Hck-Nef inh,FXIa inh 1536,Cl transport mod,TNF necrop inh,L929 necroptosis,FXIIa inh,thrombin 1536
O=C1NC(=Nc2ccc3ccccc3c2)S/C1=C/c1ccco1,-19.4,3.2,10.9,12.3,-1.89,-2.7,-0.2,9.3,1.5
O=C(Cc1ccccc1F)Nc1nc(-c2cccs2)cs1,10.0,3.9,2.5,4.5,-1.87,1.1,0.2,14.9,5.9
Nc1ncnc(NNC(=O)CNC(=O)c2c(F)cccc2Cl)c1[N+](=O)[O-],.,11.1,10.1,3.3,-0.577,-0.2,0.4,10.3,-0.5
C=CC[n+]1c(-c2ccc(OCC)cc2)csc1NNC(=O)Nc1ccccc1,-1.9,-3.1,1.1,-0.3,.,-8.1,0.1,4.8,0.3
O=C(N/N=C/c1cccnc1)NC12CC3CC(CC(C3)C1)C2,18.4,-0.7,10.1,2.7,.,-0.6,3.1,2.3,-3.4
O=C1COc2ccc(C(=O)/C=C/c3ccccc3)cc2N1,.,-1.0,6.0,6.8,0.796,4.3,-0.1,8.0,4.1
Cc1ccc(OCC(=O)N/N=C\c2c(C)n(C)c3ccccc23)c([N+](=O)[O-])c1,-1.0,4.4,-0.1,-5.8,0.646,-12.8,0.6,-0.1,-4.3
Cc1cc(NS(=O)(=O)c2ccc(NC(=O)c3cc4ccccc4o3)cc2)nc(C)n1,5.8,-16.7,-2.4,7.4,0.118,1.6,-0.2,3.3,-5.9
Cn1c(SCC(=O)NCC2CCCO2)nnc1-c1ccc(S(=O)(=O)N2CCCC2)cc1 (stereo unspecified),2.8,-7.7,-0.4,-3.1,.,0.4,2.6,-8.0,-11.7
CCc1c(O)nc(SCC(=O)Nc2ccccc2)n(-c2ccccc2)c1=O,4.2,1.3,-0.3,0.8,-1.14,0.6,1.4,-11.5,0.7
O=C(c1ccccc1)c1c[nH]c2cc3c(cc2c1=O)OCO3,3.9,-3.0,-0.9,9.5,-0.505,-1.5,-0.5,18.0,-1.4
CN1/C(=C/C(=S)NC(=O)C2CCC2)C(C)(C)c2ccccc21,2.1,3.9,22.9,0.8,.,0.0,0.4,6.3,-14.1
CCOC(=O)C1(CC2CCCCO2)CCN(C(=O)Nc2ccccc2SC)CC1 (stereo unspecified),.,14.4,9.3,-0.2,.,0.7,0.0,4.8,-3.3
C=CCn1c(C)cc(C(=O)CSc2nc3ccccc3[nH]2)c1C,2.0,2.5,-0.2,4.2,-1.59,-15.1,0.1,4.0,1.5
Cc1cc(C)c(C#N)c(SCc2[nH]nc3c2C(c2ccccc2)C(C#N)=C(N)O3)n1 (stereo unspecified),-5.7,-1.8,0.3,-8.9,0.0441,-1.1,0.1,10.1,-0.1
CS(=O)(=O)c1cccc(C(=O)NC(c2ccccc2)c2ccccc2)c1,5.9,-4.9,4.6,3.2,-0.745,-2.6,-0.1,13.6,1.9
CCCOc1ccc(N)cc1N,.,-1.7,-0.6,1.6,0.128,-7.9,0.1,10.7,3.0
O=C(OC1CCN(c2ncc(C(F)(F)F)cc2Cl)CC1)c1cccc(C(F)(F)F)c1,-29.0,5.8,1.4,5.8,0.0293,-2.8,0.2,0.2,7.0
O=S(=O)(NCC(c1cccnc1)N1CCN(c2ccccc2)CC1)c1cc(F)ccc1F (stereo unspecified),-5.2,-5.0,-1.0,2.1,-0.585,1.3,0.3,14.1,-3.2
Cc1cccc(NC(=O)CSc2nnc(-c3ccco3)n2CC2CCCO2)n1 (stereo unspecified),.,18.7,13.2,1.9,-0.35,0.1,-0.6,13.7,1.3
CN(C)CCCN(C(=O)c1ccco1)c1nc2c(F)cc(F)cc2s1,4.8,-0.3,14.5,-2.2,-0.296,3.9,0.3,3.6,-8.1
CCOc1ccccc1-n1c(C)nc2cc(C(=O)O)ccc21,-9.8,-3.9,26.3,2.9,-0.0301,-0.1,1.1,13.7,-7.5

# Entries from the list above that have fluorine (7):
SMILES,Rad51 HR inh,hK5 inh,Hck-Nef inh,FXIa inh 1536,Cl transport mod,TNF necrop inh,L929 necroptosis,FXIIa inh,thrombin 1536
O=S(=O)(NCC(c1cccnc1)N1CCN(c2ccc(F)cc2)CC1)c1ccccc1 (stereo unspecified),0.7,.,6.9,.,1.03,0.9,0.2,.,.
O=C1c2[nH]nc(-c3ccccc3O)c2C(c2ccc(F)cc2)N1CC1CCCO1 (stereo unspecified),8.6,3.4,0.1,4.4,.,-2.8,0.1,6.5,2.4
O=C(Cc1ccccc1F)Nc1nc(-c2cccs2)cs1,10.0,3.9,2.5,4.5,-1.87,1.1,0.2,14.9,5.9
Nc1ncnc(NNC(=O)CNC(=O)c2c(F)cccc2Cl)c1[N+](=O)[O-],.,11.1,10.1,3.3,-0.577,-0.2,0.4,10.3,-0.5
O=C(OC1CCN(c2ncc(C(F)(F)F)cc2Cl)CC1)c1cccc(C(F)(F)F)c1,-29.0,5.8,1.4,5.8,0.0293,-2.8,0.2,0.2,7.0
O=S(=O)(NCC(c1cccnc1)N1CCN(c2ccccc2)CC1)c1cc(F)ccc1F (stereo unspecified),-5.2,-5.0,-1.0,2.1,-0.585,1.3,0.3,14.1,-3.2
CN(C)CCCN(C(=O)c1ccco1)c1nc2c(F)cc(F)cc2s1,4.8,-0.3,14.5,-2.2,-0.296,3.9,0.3,3.6,-8.1
